Screens: PubChem, several laboratories
MC4R ag barr: MC4R agonists recruiting beta-arrestin, primary screen, cell-based, luminescence, agonist arm of biased-ligand search. hit rate 0.98% among 360,000. activation, % at 8.9 µM. U2OS MC4R beta-arrestin complementation; percent of melanotan II response, DMSO zero. AID 540308, 2011;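 active = activation above a per-plate cutoff, the mean activation of sample wells on that plate plus 3 SD, cut at about 8% in these data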
TLR9-MyD88 inh: inhibitors of TLR9-MyD88 association in cells, primary screen, cell-based, CHO, BLA complementation, fluorescence. Toll-like receptor 9 (Homo sapiens) + Myeloid differentiation primary response protein …. CCF4 FRET ratio. hit rate 0.21% among 340,000. inhibition, % at 4.98 µM. AID 504734, 2011;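 active = inhibition above the mean over all tested compounds plus 3 SD, cut at about 21% in these data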;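 also: 0% = DMSO only wells and 100% = clavulanate BLA inhibitor control wells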
Exocytosis inh: LAMP-1 surface exposure blockers, TALL-104 cells – cell-based, flow cytometry, MLPCN library, primary screen; hit rate 0.66% among 360,000; TALL-104 LAMP-1 surface exposure; cells stimulated with thapsigargin and PMA; AID 651702, 2012; inhibition, % at 10 µM;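 active = inhibition above about 55%, limit read from the data; inconclusive = no clear call, values can overlap the other calls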
aDG glyco up: activators of alpha-DG glycosylation, primary screen, uHTS, Pro5-aDG cells, AlphaScreen | alpha-DG glycosylation AlphaScreen (IIH6); 0% Pro5, 100% B10-LARGE cell signal | activation, % at 10 µM | hit rate 0.22% among 360,000 | AID 624168, 2012;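 active = activation of at least 8% versus controls, or a plate z-score of at least 8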;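 also: Pro5 are CHO cells carrying HIG-tagged alpha-DG that lacks glycosylation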
Vif inh: HIV Vif self-association inhibitors, primary screen, imaging, HEK293T, single point | hit rate 0.35% among 340,000 | AID 602346, 2012 | inhibition, % at 7.49 µM | HEK293T cells, Vif self-association by quenched fluorescence, 24 h; in the data active = inhibition above about 50%, passing the limit was not always enough; inconclusive = no clear call, values can overlap the other calls; inactive = below about 31%; also: some results filed as inactive read as strong as hits
NOD2 RIPK2 PPI: NOD2-RIPK2 binding disruptors in cells, primary screen, fluorescence, CHO cells, BLA complementation. CCF4 ratio. inhibition, % at 4.98 µM. hit rate 0.38% among 360,000. AID 624267, 2012; in the data active = inhibition above about 21%;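 also: 0% = vehicle only and 100% = reference blocker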
ABHD5 PLIN5 PPI: ABHD5-PLIN5 interaction inhibitors, primary screen, cell lysate, split luciferase complementation, luminescence. Perilipin-5 (Homo sapiens) + 1-acylglycerol-3-phosphate O-acyltransferase ABHD5 (Homo …. Split G. princeps luciferase complementation, 4 h. inhibition, % at 4 µM. hit rate 0.78% among 360,000. AID 602281, 2012;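 active = inhibition above the mean inhibition across every tested compound plus 3 SD, cut at about 22% in these data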;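 also: 0% = DMSO only wells and the 100% control is not disclosed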
ABCB6 inh MLPCN: ABCB6 transporter inhibitors, primary screen, K562-ABCB6 cells, flow cytometry, MLPCN library; AID 602162, 2011; K562-ABCB6 porphyrin accumulation, 1 h; hits give low values; hit rate 0.19% among 360,000; ATP-binding cassette sub-family B member 6 (Homo sapiens), Q9NP58; fluorescence ratio to DMSO, % at 10 µM;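 active = fluorescence ratio to DMSO below 75%, the collection mean minus 3 SD; inconclusive = too few cells collected in the well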;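 also: signal is porphyrin accumulated inside mitochondria; 100% equals median channel fluorescence of DMSO control wells; lower ratio means ABCB6 inhibition with less porphyrin fluorescence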
Target sequence (Q9NP58 whole entry, looked up): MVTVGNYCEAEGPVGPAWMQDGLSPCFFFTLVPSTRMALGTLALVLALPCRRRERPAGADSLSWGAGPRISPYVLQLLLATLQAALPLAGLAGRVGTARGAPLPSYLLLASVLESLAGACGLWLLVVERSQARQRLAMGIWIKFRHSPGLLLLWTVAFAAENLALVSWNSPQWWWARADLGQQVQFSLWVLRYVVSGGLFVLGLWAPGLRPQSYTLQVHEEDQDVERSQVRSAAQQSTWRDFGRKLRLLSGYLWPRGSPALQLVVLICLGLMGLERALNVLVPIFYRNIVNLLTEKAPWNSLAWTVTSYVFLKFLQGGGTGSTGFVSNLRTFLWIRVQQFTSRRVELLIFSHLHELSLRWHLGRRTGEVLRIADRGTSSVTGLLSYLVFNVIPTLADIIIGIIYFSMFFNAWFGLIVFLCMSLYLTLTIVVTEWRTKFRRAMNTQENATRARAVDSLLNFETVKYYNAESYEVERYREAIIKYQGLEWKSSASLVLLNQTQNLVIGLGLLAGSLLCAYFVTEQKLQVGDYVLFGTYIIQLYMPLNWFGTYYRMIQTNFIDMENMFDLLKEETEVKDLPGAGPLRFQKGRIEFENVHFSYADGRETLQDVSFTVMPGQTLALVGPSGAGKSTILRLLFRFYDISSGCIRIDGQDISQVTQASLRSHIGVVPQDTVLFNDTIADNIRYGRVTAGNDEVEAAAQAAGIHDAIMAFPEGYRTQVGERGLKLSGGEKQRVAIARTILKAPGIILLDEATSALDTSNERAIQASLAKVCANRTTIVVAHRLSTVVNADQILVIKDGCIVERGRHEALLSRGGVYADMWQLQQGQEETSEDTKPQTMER
MC4R antagonist: MC4R antagonists of cAMP signaling, primary screen, cell-based, TR-FRET, antagonist arm of biased-ligand search. AID 540295, 2011. Melanocortin receptor 4 (Homo sapiens), P32245. inhibition, % at 6.5 µM. hit rate 0.48% among 360,000. MC4R-expressing cells, MTII-stimulated cAMP, LANCE TR-FRET;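 active = inhibition above its plate's cutoff, the mean of tested wells on that plate plus 3 SD, cut at about 29% in these data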;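 also: 0% = Melanotan II alone and 100% = Melanotan II plus saturating MCL0020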
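Assay system: human MC4R-expressing U2OS cells; reagent: Melanotan II stimulation of cells; dosing: 6.5 µM single dose; timing: compound 30 min, challenge 1 h, detection 1 h; signal: TR-FRET cAMP assay; replicates: one well per compound, no replicates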
Glyco luc inh: increase of ERlucT glycosylation luciferase signal, primary screen, N-linked glycosylation inhibitor project, D54 ERlucT cells, luminescence, set 2. AID 588692, 2011. D54 ERlucT glycosylation luciferase reporter, 24 h; percent of 100 nM tunicamycin response. reporter increase, % at 12.5 µM. hit rate 0.23% among 360,000;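 active = mean luciferase reporter signal, scaled so untreated is 0 and the glycosylation-blocking control 100, at or above a set limit in every replicate; inconclusive = mean reaches the limit but not every replicate does; inactive = mean below the limit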;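 also: luciferase carries N-glycosylation sites so blocking glycosylation raises the light; 0% = median of neutral control wells and 100% = median of 100 nM tunicamycin wells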
Active calls of the source: *; ? = inconclusive; . = not tested or not shown. This is a subset (hit frequency here may not be typical).

SMILES	MC4R ag barr	TLR9-MyD88 inh	Exocytosis inh	aDG glyco up	Vif inh	NOD2 RIPK2 PPI	ABHD5 PLIN5 PPI	ABCB6 inh MLPCN	MC4R antagonist	Glyco luc inh
O=C(Cc1c(F)cccc1Cl)N/N=C/c1cccnc1	-1.1	-3	-8	0.0	0	-12	3	98	-1	1
CC(OC(=O)Cn1cnc2c1c(=O)n(C)c(=O)n2C)C(=O)NC(C)c1ccc(Cl)cc1Cl (stereo not given)	-4.5	-9	-3	0.4	-4	1	-16	99	36*	0
COc1ccc(/C=N/Nc2cc(C)nc(NS(=O)(=O)c3ccc(C)cc3)n2)cc1	-2.3	-6	5	0.0	-8	4	-7	100	32*	-1
Cc1cc(C)c(C#N)c(SCC(=O)Nc2ccccc2)n1	-1.3	-9	0	-0.3	1	-13	-1	102	-1	-1
COc1ccccc1NC(=O)CC1COc2ccccc2O1 (stereo not given)	-0.5	0	-4	0.1	-7	-1	4	98	3	2
CCc1nc(N)c(C#N)c(-c2ccc(F)cc2)c1C	7.0	8	-1	0.0	18	2	-5	97	0	1
O=C(c1ccccc1)c1nc2ccccc2[nH]c1=O	-3.6	3	-2	0.1	-13	-7	-5	100	-3	2
CC(C)Sc1nc2ccccc2n1CC(=O)NCc1ccc2c(c1)OCO2	-1.0	3	1	-0.1	1	2	-3	105	2	-2
Brc1ccc(-c2noc(-c3ccccc3)n2)o1	1.3	-5	-2	0.0	-2	-132	-7	98	4	-9
Cc1nc(-c2cccc(NC(=O)c3ccc(-n4cccn4)cc3)c2)cs1	0.7	-4	3	-0.3	3	2	-8	93	9	0
O=S(=O)(/C=C/c1ccccc1)n1cnc2ccccc21	-1.1	0	-1	0.1	-18	-5	3	100	6	2
CC(C)(C)c1ccc(C2CC2C(=O)N/N=C\c2ccc[nH]2)cc1 (stereo not given)	1.2	-11	3	9.1*	-19	-6	-4	96	2	-10
O=C(NCc1ccccc1Br)c1cccs1	-1.5	.	6	0.0	4	-7	-1	96	10	0
CSc1ccccc1NC(=O)COC(=O)Cn1cc(C(F)(F)F)ccc1=O	-1.1	6	0	0.3	0	0	2	93	10	2
NC(=O)c1cc2ccccc2o/c1=N\NC(=O)c1ccco1	0.7	6	19	-0.1	-16	-3	2	93	-14	3
COc1ccccc1NC(=O)NCCc1ccccc1	-3.0	-2	-1	0.2	-5	-1	-5	93	9	0
Cc1ccc(NS(=O)(=O)c2ccc3c(c2)n(C)c(=O)n3C)cc1	-1.1	-7	13	0.1	-3	-4	-10	102	20	6
C=CCNC(=S)N1CCC(C(=O)c2ccc(F)cc2)CC1	-1.2	-8	6	0.1	1	1	-7	100	2	-1
O=C(CSc1ccccc1)Nc1cc(Cl)ccc1Oc1ccccc1	-1.6	-4	-2	0.5	2	-7	-5	99	12	-5
COc1ccccc1NC(=O)CCC(=O)OC(C)C(=O)c1ccccc1 (stereo not given)	-1.3	0	?	0.1	16	-8	6	100	6	2
O=C(COc1ccccc1/C=C\c1[nH]c(=O)[nH]c(=O)c1[N+](=O)[O-])Nc1ccccc1	0.0	5	-1	-0.4	6	0	30*	90	5	-1
O=C(Cc1coc2cc3c(cc12)CCC3)OCc1cc(=O)n2c(n1)sc1ccccc12	-2.1	-7	5	-0.2	-10	-3	-6	94	-3	0
CCCc1cc(=O)[nH]c(SCC(=O)N2CCc3cc(OC)c(OC)cc3C2)n1	0.7	1	-1	-0.2	-6	-6	7	99	6	-1
COc1ccc(C(C(=O)NCCC(C)C)N(CCN2CCOCC2)C(=O)Cn2nnc3ccccc32)c(OC)c1 (stereo not given)	-1.4	6	0	0.0	-4	-1	-9	101	1	2
COC(=O)C1=C(C)OC(N)=C(C#N)C1c1cccnc1 (stereo not given)	1.3	-13	-4	-0.2	.	-15	-4	121	4	1
(cont.)
SMILES	MC4R ag barr	TLR9-MyD88 inh	Exocytosis inh	aDG glyco up	Vif inh	NOD2 RIPK2 PPI	ABHD5 PLIN5 PPI	ABCB6 inh MLPCN	MC4R antagonist	Glyco luc inh
Cc1cccc(OCc2nnc(SCC(=O)N3CCCC3)o2)c1	4.5	4	-13	0.0	-4	-6	4	97	5	2
Cc1cc(C)c(NC(=O)Cn2c(=O)n(Cc3ccco3)c(=O)c3ccccc32)c(C)c1	1.5	1	4	0.3	2	-1	43*	111	1	-2
N/C(CSc1ncccc1C(F)(F)F)=N\O	0.0	-3	-6	0.0	28	-11	-7	95	0	0
CSc1ccc(C2CC(=O)Nc3nc(SC)[nH]c(=O)c32)cc1 (stereo not given)	-2.6	-3	-1	-0.5	2	-9	-1	98	17	3
CCOc1ccccc1-c1nnc(SCC(=O)NC2CC2)n1CC	2.5	-5	25	-0.1	-2	1	0	101	15	0
O=C(NNC1=NCCC1)c1cccc(S(=O)(=O)N2CCCCC2)c1	-0.2	8	-4	0.1	2	-11	3	99	-5	0
O=C(NCc1cccnc1)c1ccc(CS(=O)(=O)c2ccc(Br)cc2)o1	-1.0	-8	2	-0.2	3	-3	3	100	5	-2
Cc1cc(C(=O)N2CCCC(N3CCN(c4cccc(C(F)(F)F)c4)CC3)C2)c(C)o1 (stereo not given)	-0.8	-4	2	0.2	-1	-5	2	95	19	2
Fc1ccc(C2c3cccn3CCN2C(=S)Nc2cccc(Br)c2)cc1 (stereo not given)	1.0	-4	-6	0.1	5	-4	-11	106	24	-2
O=C(NCc1ccccn1)c1c(O)c2c([nH]c1=O)CCCC2	1.4	-7	-3	-0.2	5	-11	3	106	4	1
CSc1ccc(/C=N/NC(=O)CN2CCN(Cc3ccccc3Cl)CC2)cc1	-1.2	3	0	0.0	1	4	3	102	-2	2
COc1ccc(C(=O)OCC(=O)c2ccc[nH]2)c(OC)c1	-1.4	-4	-1	0.0	-1	9	4	97	-5	1
Cc1ccc(OC(C)C(=O)N=Nc2c(O)[nH]c3ccc([N+](=O)[O-])cc23)cc1 (stereo not given)	-0.7	8	0	0.3	-2	-1	-5	103	11	6
O=C(NCCCc1ccccc1)c1cncc(Br)c1	-1.6	-3	-5	0.0	-18	1	1	97	14	-2
COCc1cc(C)nc(N)c1C#N	2.1	-6	-4	0.4	1	-6	7	90	12	2
CCN1C(=O)N(CC)C2C1N(CO)C(=O)N2CO (stereo not given)	-1.6	-1	-5	0.3	2	-1	-7	114	-2	2
COC(=O)N1C(=O)[C@@](c2ccccc2)(C(C)C)N1C(=O)OC	-0.5	2	1	-0.2	13	1	5	100	-2	-9
CC1CCCCN1S(=O)(=O)c1ccc(S(=O)(=O)N2CCN(c3ccccc3)CC2)cc1 (stereo not given)	9.8*	-9	0	-0.4	5	-6	1	97	2	-2
CCNC(=O)CC1C(=O)N(c2ccc(C)cc2)C(=O)N1Cc1ccccn1 (stereo not given)	0.9	7	-1	0.1	-4	-7	0	96	2	2
CN(C)/C=N/c1[nH]ncc1C#N	0.7	.	1	-0.2	2	-7	2	99	-4	1
Cn1c(SCc2ccccc2)nnc1-c1ccco1	-2.1	8	0	0.3	0	1	3	96	-1	8
COc1ccc(-c2ccc(=O)n(Cc3cccc(Cl)c3)n2)cc1	3.8	-2	31	0.1	-1	-13	-2	94	-4	-7
COc1ccc2c(C)cc(=O)oc2c1	1.1	-10	0	-0.1	-9	-15	-5	103	8	2
O=C(O)c1cc(-c2ccco2)[nH]n1	-2.7	6	2	-0.3	6	4	5	100	2	1
COc1ccc(N2CCN(C(=O)CCc3ccccc3)CC2)cc1	0.2	-2	20	0.1	-19	17	-4	101	14	2
Cc1c(Br)c([N+](=O)[O-])nn1CC(=O)NCc1ccccc1	-1.6	-4	3	0.0	2	-4	-1	95	1	0
COc1ccc(S(=O)(=O)N2CCCCCC2)cc1C(=O)N(C)CC(=O)Nc1cc(C)ccc1C	-1.8	-10	-3	0.1	3	-1	7	99	-2	3
Cc1ccc(NC(=O)c2cccc(S(=O)(=O)N(C)C3CCCCC3)c2)nc1	-3.1	-7	-2	-0.2	-15	6	-12	101	12	-4
O=C1NCCN1CCNS(=O)(=O)c1ccc2ccccc2c1	-1.4	2	-9	-0.2	22	2	-3	101	7	1

3 structures out of the list, arranged by molecular weight, rising:
SMILES	MC4R ag barr	TLR9-MyD88 inh	Exocytosis inh	aDG glyco up	Vif inh	NOD2 RIPK2 PPI	ABHD5 PLIN5 PPI	ABCB6 inh MLPCN	MC4R antagonist	Glyco luc inh
O=C(NCc1ccccn1)c1c(O)c2c([nH]c1=O)CCCC2	1.4	-7	-3	-0.2	5	-11	3	106	4	1
CSc1ccc(/C=N/NC(=O)CN2CCN(Cc3ccccc3Cl)CC2)cc1	-1.2	3	0	0.0	1	4	3	102	-2	2
CC1CCCCN1S(=O)(=O)c1ccc(S(=O)(=O)N2CCN(c3ccccc3)CC2)cc1 (stereo not given)	9.8*	-9	0	-0.4	5	-6	1	97	2	-2

Two of the compounds above, with values under each structure:
Order of results – MC4R ag barr | TLR9-MyD88 inh | Exocytosis inh | aDG glyco up | Vif inh | NOD2 RIPK2 PPI | ABHD5 PLIN5 PPI | ABCB6 inh MLPCN | MC4R antagonist | Glyco luc inh
- Cn1c(SCc2ccccc2)nnc1-c1ccco1
→ -2.1 | 8 | 0 | 0.3 | 0 | 1 | 3 | 96 | -1 | 8
- COc1ccc(-c2ccc(=O)n(Cc3cccc(Cl)c3)n2)cc1
→ 3.8 | -2 | 31 | 0.1 | -1 | -13 | -2 | 94 | -4 | -7

Records listed above shown as hits in ABHD5 PLIN5 PPI.
SMILES	MC4R ag barr	TLR9-MyD88 inh	Exocytosis inh	aDG glyco up	Vif inh	NOD2 RIPK2 PPI	ABHD5 PLIN5 PPI	ABCB6 inh MLPCN	MC4R antagonist	Glyco luc inh
O=C(COc1ccccc1/C=C\c1[nH]c(=O)[nH]c(=O)c1[N+](=O)[O-])Nc1ccccc1	0.0	5	-1	-0.4	6	0	30*	90	5	-1
Cc1cc(C)c(NC(=O)Cn2c(=O)n(Cc3ccco3)c(=O)c3ccccc32)c(C)c1	1.5	1	4	0.3	2	-1	43*	111	1	-2
